High-throughput results from PubChem BioAssay.
dFosB activator: mouse delta FosB homodimer activation; P13346; purified delta FosB, TAMRA-CDK5 oligo fluorescence polarization; percent of positive-control signal above neutral wells; activation, % at 25 µM; hit rate 0.99% among 340,000; AID 493131;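 active = mean activation above about 17%, with every replicate also reaching it, limit read from the data, passing the limit was not always enough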;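 note: fluorescence polarization rise as delta FosB binds a TAMRA Cdk5 AP-1 oligo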
SUMO Mot1 rescue: blocks SUMOylation pathway, rescuing yeast Mot1-301 growth; S. cerevisiae Mot1-301 growth rescue, ATP luminescence, 38.5C; percent above DMSO median, 100 means doubled; growth rescue, % at 18.8 µM; hit rate 1% among 320,000; AID 2716;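 active = every valid replicate shows activation above 250% relative to neutral control wells; inactive = the rest, any valid replicate at or below 250%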;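 note: OY570 slx delta 5 strain wells were the positive control but not used for scaling; some compounds called inactive have numbers as strong as hits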
C-LANA FP: inhibitors of KSHV LANA C-terminal domain DNA binding; MBP-C-LANA/FAM-LBS DNA binding, fluorescence polarization; inhibition, % at 9 µM; hit rate 0.078% among 340,000; AID 504423;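 active = highest replicate inhibition at or above 60% at 9 µM, even if other replicates fall short; inactive = all replicates below 60% inhibition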;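 note: 0% = neutral control wells and 100% = 4 µM acridine orange control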
CDK5 p35 inh: blocks human CDK5/p35 kinase activity; Recombinant CDK5/p35, ADP-Glo luminescence, 60 min; inhibition, % at 10 µM; hit rate 0.01% among 330,000;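 active = highest replicate inhibition of at least 50% and at least 75% of replicates reaching 50%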;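 note: plate controls were DMSO neutral control for no effect and GW8510 at 10 µM for full effect; many of its hits are not listed in these tables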
Target sequence (Q00535 whole entry, looked up): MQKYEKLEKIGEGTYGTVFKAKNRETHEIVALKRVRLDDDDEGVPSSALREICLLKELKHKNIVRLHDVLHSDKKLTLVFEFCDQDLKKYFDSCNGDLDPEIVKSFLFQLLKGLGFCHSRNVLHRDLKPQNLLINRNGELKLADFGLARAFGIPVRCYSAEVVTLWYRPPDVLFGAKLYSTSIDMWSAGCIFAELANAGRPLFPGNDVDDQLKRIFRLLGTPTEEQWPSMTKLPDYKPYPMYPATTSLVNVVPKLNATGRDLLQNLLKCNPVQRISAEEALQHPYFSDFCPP
Target sequence (Q15078 whole entry, looked up): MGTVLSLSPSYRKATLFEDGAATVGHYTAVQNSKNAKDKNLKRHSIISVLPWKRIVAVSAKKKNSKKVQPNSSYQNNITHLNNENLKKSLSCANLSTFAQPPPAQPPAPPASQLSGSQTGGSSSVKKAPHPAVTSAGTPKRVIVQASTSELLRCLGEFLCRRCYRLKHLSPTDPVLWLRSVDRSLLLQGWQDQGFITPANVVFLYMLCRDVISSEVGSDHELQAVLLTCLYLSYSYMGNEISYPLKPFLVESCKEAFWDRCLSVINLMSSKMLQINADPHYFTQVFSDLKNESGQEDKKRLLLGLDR
RTF Ca sens act: cardiac RTF calcium sensitization; IANBD-labeled TnC RTF fluorescence at EC20 calcium; 0% EC20 calcium, 100% full calcium; AID 493008; activation, % at 7.2 µM; hit rate 0.24% among 340,000;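 active = activation above the mean over all tested compounds plus 3 SD, cut at about 30% in these data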;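 note: rise in fluorescence read as greater calcium sensitivity of cardiac thin filaments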
PvdQ acylase: P. aeruginosa PvdQ acylase inhibition. purified PvdQ acylase, fluorescence plate reader. inhibition, % at 10 µM. hit rate 0.063% among 340,000; in the data active = inhibition above about 30%, passing the limit was not always enough;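 note: 0% = vehicle neutral wells and 100% = reference inhibitor wells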
NSD2 HMT inh: NSD2 (human) methyltransferase inhibition. inhibition, % at 12.5 µM. NSD2 peptide methylation, AlphaScreen, 120 min. AID 743445. hit rate 0.54% among 310,000. O96028; in the data active = inhibition above about 50%
Rtt109 HAT inh: blocks Candida albicans Rtt109/Vps75 acetyltransferase activity; Q5AAJ8; purified Rtt109/Vps75, ThioGlo CoA-SH fluorescence, 4 h; inhibition, % at 34.9 µM; hit rate 0.16% among 330,000;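 active = inhibition of at least 50% in every replicate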
Target sequence (Q5AAJ8 whole entry, looked up): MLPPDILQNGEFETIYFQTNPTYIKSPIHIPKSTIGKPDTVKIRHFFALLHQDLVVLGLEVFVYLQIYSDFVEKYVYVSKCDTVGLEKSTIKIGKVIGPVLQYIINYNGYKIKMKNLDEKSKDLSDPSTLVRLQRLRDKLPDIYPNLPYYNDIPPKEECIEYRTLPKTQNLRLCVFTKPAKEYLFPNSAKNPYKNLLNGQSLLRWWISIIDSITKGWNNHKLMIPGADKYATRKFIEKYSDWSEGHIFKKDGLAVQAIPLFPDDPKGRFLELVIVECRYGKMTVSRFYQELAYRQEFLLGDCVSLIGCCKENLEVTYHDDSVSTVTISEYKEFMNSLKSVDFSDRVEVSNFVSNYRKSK
PfHsp90 yeast 2: inhibits growth of yeast expressing Plasmodium falciparum Hsp90; S. cerevisiae expressing PfHsp90, BacTiter-Glo ATP, 48 h; yeast lacking PDR1 and PDR3 efflux regulators; inhibition, % at 9.4 µM; hit rate 0.32% among 310,000; AID 504621;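 active = every replicate shows inhibition above about 80%, whatever the replicate mean, limit read from the data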;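 note: 0% = DMSO neutral controls and 100% = 20 µM radicicol positive controls; yeast relying on Plasmodium falciparum Hsp90 in place of its own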
Keap1-Nrf2 PPI: inhibitors of human Keap1-Nrf2 protein-protein interaction; Q14145; AID 504523; hit rate 0.15% among 340,000; Keap1 Kelch-Nrf2 peptide fluorescence polarization, 1536-well; inhibition, % at 9.4 µM; in the data active = inhibition above about 12%;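 note: human Keap1 Kelch domain with fluorescein labeled Nrf2 9mer peptide probe; 0% = neutral control wells and 100% = peptide positive control; higher means more block of Keap1 binding to Nrf2 peptide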
Cardiac RTF inh: cardiac RTF calcium desensitization; P19429+P45379; IANBD-labeled cardiac RTF, Ca2+ fluorescence; inhibition, % at 7.15 µM; hit rate 0.12% among 340,000;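 active = inhibition above the mean inhibition of all tested compounds plus 3 SD, cut at about 17% in these data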;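 note: assay run at fixed EC70 calcium of 1.6 mM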
Starred values were filed as active, the others as inactive; nt = no result given.

The line under a structure holds: dFosB activator, SUMO Mot1 rescue, C-LANA FP, CDK5 p35 inh, RTF Ca sens act, PvdQ acylase, NSD2 HMT inh, Rtt109 HAT inh, PfHsp90 yeast 2, Keap1-Nrf2 PPI, Cardiac RTF inh
1: CC(=O)N1c2ccc(S(=O)(=O)NCC3CCC(C(=O)N(C)Cc4ccccc4)CC3)cc2CC1C (stereo not given)
  -2, -4, 0.3, 1.9, -5, -6, 3, -3, 9, 1, 1
2: CCOC(=O)C1CCN(c2c(N(C)Cc3ccco3)c(=O)c2=O)CC1
  2, 4, 0.5, -7.7, 11, -22, nt, -1, 18, -9, -8
3: CCN(CC(=O)Nc1ccc2c(c1)OCCO2)C(=O)c1ccc([N+](=O)[O-])s1
  -6, -5, 2.1, 0.5, -9, -10, 4, 6, 15, 9, 7
4: COC(=O)c1cc(OC)c(OC)cc1NC(=O)c1ccccc1C
  -6, 2, -0.4, 0.0, -3, -9, -1, 0, 5, 2, -14
5: Cc1ccc(C)c(CSc2nnc(-c3cccnc3)o2)c1
  -8, 5, -0.5, -0.9, -1, 3, -1, -5, -7, 0, -1
6: Cc1cccc(N2C(=O)N3[C@H](c4ccc(Br)cc4)[C@@H]4C(=O)N(C(C)(C)C)C(=O)[C@@H]4[C@]3(Cc3ccc(Cl)cc3)C2=O)c1
  4, 70, 0.1, 0.1, 6, -9, nt, -10, -12, -5, -5
7: Cn1c(=O)c2c(ncn2CC(=O)OCC(=O)Nc2sccc2C(N)=O)n(C)c1=O
  5, -12, -0.3, 0.9, -6, -10, -2, 5, nt, -3, 3
8: Cc1ccc(N(CC(N)=O)C2SC(=O)N(Cc3cccc(C(=O)O)c3)C2=O)cc1 (stereo not given)
  2, -19, -0.2, 4.3, 1, 3, 24, 1, 6, 2, -1
9: O=C(COC(=O)c1ccccc1Nc1ccccc1)NCc1ccccc1Cl
  1, 41, -0.5, 0.4, -4, -11, -1, -3, 12, -2, -8
10: C#CCNC(=O)C1=C[C@@H](c2ccc(C(F)(F)F)cc2)[C@H](CCCO)[C@@H](OCC)O1
  -4, 13, 0.7, -0.2, 13, -10, nt, 0, 6, 4, 2
11: COc1ccccc1-c1nnc(SCC(=O)NC2CC2)n1C
  1, -9, -1.7, -0.6, -3, -4, -1, -3, 11, -8, -4
12: O=C(O)c1ccc(COc2ccc(/C=N/NC(=O)c3cccs3)cc2)cc1
  -6, 4, 1.1, 0.3, 3, 8, 1, -20, -3, -2, -4
13: O=C(O)/C=C/c1cccc2c1OCCO2
  -1, -22, -5.3, 0.2, 10, -9, -1, -4, -5, -3, -15
14: O=C(c1ccc(S(=O)(=O)N2CCCCC2)cc1)N1CCN(CCN2C(=O)c3cccc4cccc(c34)C2=O)CC1
  -2, -2, -0.8, 1.9, -4, 17, 0, 5, -18, 4, -6
15: CC(=O)c1ccccc1NS(C)(=O)=O
  -7, -7, -2.1, 0.8, -4, -10, -3, nt, -30, 2, -27
16: Nc1c(C(=O)OCC(=O)NCc2ccccc2)[nH]c(=O)[nH]c1=O
  1, -22, -0.8, 7.5, -1, 7, 0, 32, -1, -1, -5
17: COc1ccc(Cl)cc1NC(=O)c1ccco1
  -5, -3, 0.2, -2.6, -2, -8, -3, -5, -9, -7, -8
18: CC(NC(=O)c1ccccc1O)c1ccccc1 (stereo not given)
  2, -3, -1.0, 2.5, 7, -4, -1, nt, 20, -2, 0
19: O=C(c1cccn2c(=O)c3cc(Cl)ccc3nc12)N1CCOCC1
  -3, -16, 1.4, -0.8, -2, -10, -4, -174, nt, -1, 1
20: O=C(COC(=O)CCc1c[nH]c2ccccc12)NCc1ccc(Cl)cc1
  -8, -4, -1.9, 1.6, -4, -8, -1, -1, -48, -4, -14
21: Cc1ccc(C(=O)N2CCC(C(N)=O)CC2)cc1C
  -3, 4, -0.3, 3.5, 3, -9, -5, -7, 40, -3, 3
22: CCN(CC)CCNC(=O)Cn1ncc2ccccc2c1=O
  4, 776*, 0.1, 0.2, -1, 12, 27, 13, 11, 8, -1
23: CN(C)c1ccc(CN(C(=O)COc2ccc(F)cc2)C2CCS(=O)(=O)C2)cc1 (stereo not given)
  -8, -3, -0.9, 0.9, 3, -14, 2, -14, nt, 0, 2
24: CCc1ccccc1NC(=O)CN(C)S(=O)(=O)c1ccc(-c2ccc(=O)[nH]n2)s1
  0, 11, -0.9, 1.6, -2, -10, -5, 0, -5, 0, -1
25: Cc1cc(NC(=O)CSCC(=O)NC(C)c2ccccc2)no1 (stereo not given)
  -5, 5, -2.4, 2.1, -4, 5, 2, 17, 6, 0, -1
26: Cc1cccc(C)c1OCC(=O)Nc1cc(Cl)ccc1-n1cncn1
  -10, 39, -0.7, 0.6, -6, 3, -1, 3, -15, -5, -5
27: Cc1cc(-c2nnc(CCC(=O)NC(C)c3ccc(F)cc3)o2)no1 (stereo not given)
  3, -7, 0.0, -2.2, -4, -10, -28, nt, -4, 0, -3
28: CN1C(=O)[C@@H]2C[C@@]3([C@@]45C[C@H]6C(=O)N(C)[C@@H](Cc7ccccc7)C(=O)N6[C@@H]4Nc4ccccc45)c4ccccc4N[C@H]3N2C(=O)[C@@H]1Cc1ccccc1
  6, 17, 1.8, -1.8, 0, -5, nt, 15, 34, -1, 4
29: COCCOC(=O)C1=C(C)NC(=S)NC1c1ccc(OCC(=O)N2CC(C)OC(C)C2)c(OC)c1 (stereo not given)
  -6, nt, 0.1, -0.6, 0, -6, 1, 7, 14, 1, -5
30: Cc1ccc(C(=O)NNC(=S)NCC2CCCO2)cc1[N+](=O)[O-] (stereo not given)
  5, 147, 0.8, -3.6, 3, -10, 0, 1, 10, -4, -9

Structures above with a furan ring, fused or not, in the order listed:
The line under a structure holds: dFosB activator, SUMO Mot1 rescue, C-LANA FP, CDK5 p35 inh, RTF Ca sens act, PvdQ acylase, NSD2 HMT inh, Rtt109 HAT inh, PfHsp90 yeast 2, Keap1-Nrf2 PPI, Cardiac RTF inh
2: CCOC(=O)C1CCN(c2c(N(C)Cc3ccco3)c(=O)c2=O)CC1
  2, 4, 0.5, -7.7, 11, -22, nt, -1, 18, -9, -8
17: COc1ccc(Cl)cc1NC(=O)c1ccco1
  -5, -3, 0.2, -2.6, -2, -8, -3, -5, -9, -7, -8

Whole records as entered above. Values in the order: dFosB activator, SUMO Mot1 rescue, C-LANA FP, CDK5 p35 inh, RTF Ca sens act, PvdQ acylase, NSD2 HMT inh, Rtt109 HAT inh, PfHsp90 yeast 2, Keap1-Nrf2 PPI, Cardiac RTF inh
Cc1ccc(C(=O)NNC(=S)NCC2CCCO2)cc1[N+](=O)[O-] (stereo not given) reads 5, 147, 0.8, -3.6, 3, -10, 0, 1, 10, -4, -9
O=C(COC(=O)c1ccccc1Nc1ccccc1)NCc1ccccc1Cl reads 1, 41, -0.5, 0.4, -4, -11, -1, -3, 12, -2, -8
CCc1ccccc1NC(=O)CN(C)S(=O)(=O)c1ccc(-c2ccc(=O)[nH]n2)s1 reads 0, 11, -0.9, 1.6, -2, -10, -5, 0, -5, 0, -1

Other entries follow:
The line under a structure holds: dFosB activator, SUMO Mot1 rescue, C-LANA FP, CDK5 p35 inh, RTF Ca sens act, PvdQ acylase, NSD2 HMT inh, Rtt109 HAT inh, PfHsp90 yeast 2, Keap1-Nrf2 PPI, Cardiac RTF inh
31: O=[N+]([O-])c1ccc(NCCCN2CCOCC2)c([N+](=O)[O-])c1
  1, 600*, -0.8, 1.0, -6, -4, nt, 7, 6, 1, 1
32: COc1cccc(C(=O)N/N=C(/CCC(=O)O)c2ccccc2)c1
  2, -12, 0.9, -0.3, -1, -7, -2, -20, 3, 6, -11
33: CC(=O)N1CCN(S(=O)(=O)c2ccc3c(c2)CC(=O)N3)CC1
  -2, -7, -0.3, -0.3, 3, -13, -1, -5, 0, -8, 0
34: CC1(c2nnc(-c3cccc(Cl)c3)o2)CC(c2ccccc2Br)=NO1 (stereo not given)
  -2, 474, -1.0, 0.0, -1, -11, nt, 2, 34, -6, 2
35: COC(=O)c1c(C(=O)OC)c(-c2cccc(C)c2)n2c1CS(=O)C2 (stereo not given)
  -3, 2, -0.7, -0.5, 5, -6, -4, -1, 1, 0, -1
36: COc1ccc(C(NC(=O)/C=C/c2ccco2)c2ccc(OC)c(OC)c2)cc1 (stereo not given)
  6, 17, -1.8, -0.9, -6, 2, -2, 3, 2, -10, -53
37: O=C(NCc1cccnc1)c1nc(-c2ccc(C(F)(F)F)cc2)no1
  -9, 5, 2.9, -0.4, -7, -8, -3, -8, 3, -1, 7
38: CSc1nnc(-c2cccn(Cc3ccccc3)c2=O)o1
  -7, 419, 0.4, -1.7, -3, 2, -2, -7, -8, -4, -3
39: CS(=O)(=O)N(CC(=O)N1CCN(c2cccc(Cl)c2)CC1)C1CCCCC1
  -1, 30, -2.6, 0.9, 3, -10, -1, 2, 19, 3, -4
40: O=C(OCC(=O)N1CCCC1=O)c1cccc(S(=O)(=O)N2CCOCC2)c1
  -8, -10, 0.0, 1.2, 0, 9, 0, -1, -3, 0, -5
41: COc1cccc(C2CCCN2Cc2nc(CC3CC3)no2)c1 (stereo not given)
  -2, 4, 1.0, -0.4, 2, -11, 3, 6, 1, 1, -13
42: COc1ccc(N(CC(=O)Nc2ccccc2C(=O)NCCc2ccccc2)S(C)(=O)=O)cc1OC
  -3, -1, -2.1, -2.6, -1, -11, 1, 2, 25, -3, -5
43: CSc1nc(N(C)C)c2ccccc2n1
  4, -10, 0.5, -0.7, -4, -5, -1, nt, 1, 3, 7
44: COc1ccc(-c2cc(C(F)(F)F)nc(SCC(=O)NCCCN3CCOCC3)n2)cc1
  -9, -17, 0.9, 2.6, 6, 6, -1, nt, 22, -12, 0
45: COc1cc(OC)c(CN2CCC(CO)(CCOc3ccccc3)CC2)c(OC)c1
  -9, -5, -0.1, 0.5, -4, 0, -2, 13, 6, -4, 2
46: C=CCN1C(=O)C2(/C(=C(\O)c3ccc4c(c3)OCCO4)C(=O)C(=O)N2CCCOC)c2ccccc21 (stereo not given)
  -5, 5, -0.6, -0.1, 8, -4, -6, -2, -2, -1, 3
